Screening results deposited in PubChem BioAssay by several laboratories.
Rac1 wt GTP bind – alters GTP binding to wildtype human Rac1 | P63000 | GST-Rac1 beads, fluorescent GTP binding, flow cytometry; actives lie on both sides; 0 = cold GTP competed, 100 = untreated | GTP binding activity (% of control), % at 10 µM | actives 0.27% (n = 190,000) | AID 757;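 active means GTP binding activity at least 20 points away from the 100% control level, either lower or higher; inconclusive means compound flagged as likely green fluorescent, judged across all proteins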
Mcl1-Noxa inh – Mcl-1/Noxa interaction inhibition. actives 1.5% (n = 220,000). TR-FRET Mcl-1/Noxa peptide binding, 2 h. inhibition, % at 21.7 µM;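 active means compounds that cut the protein-peptide binding signal by more than 50% relative to plate controls in a single-dose test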;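 further: His-tagged Mcl-1 with rhodamine Noxa BH3 peptide and terbium anti-His antibody; 0% = Mcl-1 plus Noxa peptide wells and 100% = peptide-only wells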
Target sequence (Q07820 whole entry, looked up): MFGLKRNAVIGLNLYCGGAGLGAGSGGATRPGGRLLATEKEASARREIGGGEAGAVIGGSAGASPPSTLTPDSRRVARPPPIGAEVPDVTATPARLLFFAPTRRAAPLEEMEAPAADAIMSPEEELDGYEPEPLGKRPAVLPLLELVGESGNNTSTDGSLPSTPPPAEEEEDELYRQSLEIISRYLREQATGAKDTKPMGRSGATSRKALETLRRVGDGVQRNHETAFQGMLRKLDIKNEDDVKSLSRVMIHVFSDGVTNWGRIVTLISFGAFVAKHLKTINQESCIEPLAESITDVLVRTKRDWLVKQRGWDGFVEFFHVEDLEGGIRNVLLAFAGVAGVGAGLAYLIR
Avidin fluor – compound fluoresces at 488/530 nm on avidin beads; compound fluorescence 488/530 nm, flow cytometry; active compounds read high; actives 0.38% (n = 220,000); fluorescence (KMESF) at 10 µM; in the data active means fluorescence above about 47; further: inactives centre near 10
Bim-Mcl-1 – inhibitors of Bim-Mcl-1 interaction, human. Bead-based flow cytometry, Bim peptide-Mcl-1 binding. inhibition, % at 10 µM. actives 0.1% (n = 190,000); in the data active means inhibition above about 40%;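 further: 0% = no compound tracer wells and 100% = peptide blocker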
Rab2A wt mod – changes GTP binding to wildtype dog Rab2A, up or down | P61105 | actives 0.19% (n = 190,000) | GST-Rab2 wt beads, Bodipy-GTP binding, flow cytometry | GTP binding activity, % at 10 µM | AID 760;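 active means GTP binding activity at least 20 points away from 100%, either lowered or raised; inconclusive means signal likely due to the compound's own green fluorescence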;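 further: 0% = beads with excess unlabeled GTP and 100% = no-compound control corrected for plate trend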
Cdc42 wt GTP – changes GTP binding to wildtype human Cdc42; GST-Cdc42 beads, Bodipy-GTP binding, flow cytometry; actives lie on both sides; AID 761; P60953; percent activity (GTP binding), % at 10 µM; actives 0.2% (n = 190,000);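 active means percent activity GTP binding at least 20 points away from the 100% baseline, either down as inhibitor or up as activator; inconclusive means compound flagged as likely green fluorescent from well-wide comparison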;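 further: median bead fluorescence of bound Bodipy-FL-GTP at 100 nM; 0% = excess unlabeled GTP control and 100% = no compound control; below 100% means less GTP binding so inhibitor and above means activator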
Target sequence (P60953 whole entry, looked up): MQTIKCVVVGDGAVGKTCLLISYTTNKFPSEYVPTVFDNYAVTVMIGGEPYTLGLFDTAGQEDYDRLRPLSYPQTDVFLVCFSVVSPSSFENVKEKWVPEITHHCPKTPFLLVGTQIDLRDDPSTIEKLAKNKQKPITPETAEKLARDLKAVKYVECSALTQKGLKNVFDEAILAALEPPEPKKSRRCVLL
HRas wt GTP bind – modulators of GTP binding to human HRas wildtype; GTP binding activity, % at 10 µM; actives 0.14% (n = 190,000); GST-Ras wt beads, Bodipy-FL-GTP binding, flow cytometry; actives lie on both sides;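 active means GTP binding activity at least 20% away from the 100% baseline, either lowered as inhibitor or raised as activator; inconclusive means flagged as likely green fluorescent, judged across all proteins in the well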;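 further: 0% = unlabeled GTP competition control and 100% = no-compound control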
Target sequence (P01112 whole entry, looked up): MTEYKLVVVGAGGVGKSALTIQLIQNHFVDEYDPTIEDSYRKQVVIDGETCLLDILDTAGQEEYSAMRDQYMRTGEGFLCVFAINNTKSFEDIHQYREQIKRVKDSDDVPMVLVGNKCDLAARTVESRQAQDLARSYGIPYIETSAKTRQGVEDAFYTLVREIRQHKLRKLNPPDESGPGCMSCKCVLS
Mcl1 Bid PPI – disrupts binding of human Mcl-1 to Bid peptide; actives 0.97% (n = 220,000); TR-FRET Mcl-1/Bid-Dy647 peptide binding, 1536-well; inhibition, % at 21.7 µM; Q07820;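 active means compounds that cut the binding signal by more than half at the single screening dose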;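 further: His-tagged Mcl-1 with europium anti-His antibody binding Bid BH3 peptide; 0% = Mcl-1 plus peptide wells and 100% = peptide-only wells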
Rac1 act GTP bind – alters GTP binding to activated mutant human Rac1; P63000; GST-Rac1 activated beads, fluorescent GTP binding, flow cytometry; actives lie on both sides; 100% means binding = to untreated wells; percent activity (GTP binding), % at 10 µM; actives 0.11% (n = 190,000);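 active means GTP binding at least 20 percentage points away from the 100% baseline, in either direction, so actives lie on both sides; inconclusive means Compound likely fluorescent itself, or too few beads counted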
Rab7 wt GTP bind – alters GTP binding to wildtype dog Rab7. AID 758. actives 0.055% (n = 190,000). GTP binding activity (percent of control), % at 10 µM. GST-Rab7 beads, fluorescent GTP binding, flow cytometry; actives lie on both sides; untreated = 100%, excess cold GTP = 0%;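 active means fluorescent GTP binding to Rab7 beads changed by at least 20 points from the 100% baseline, either direction, mostly lower; inconclusive means compound itself probably fluorescent, or too few beads counted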;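 further: median green fluorescence of bound Bodipy-FL-GTP per Rab7 bead population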
Pf gametocyte – P. falciparum stage V gametocyte viability inhibition; inhibition, % at 10.9 µM; AID 743093; P. falciparum stage V gametocytes, ATP luminescence, 24 h; actives 0.065% (n = 150,000);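 active means inhibition above the mean plus 3 SD of compounds within the control limits, set per campaign, cut at about 38% in these data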;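 further: 0% = DMSO wells and 100% = medium only without gametocytes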
An asterisk follows results filed as active; ? = inconclusive; / = no result given. Outcome played no part in choosing rows; overall some 2.7% were active at least once.

Order of values – Rac1 wt GTP bind, Mcl1-Noxa inh, Avidin fluor, Bim-Mcl-1, Rab2A wt mod, Cdc42 wt GTP, HRas wt GTP bind, Mcl1 Bid PPI, Rac1 act GTP bind, Rab7 wt GTP bind, Pf gametocyte
Cc1ccc(NC(=O)Cn2c(CCC(=O)O)ccc2-c2cccs2)cc1
→ 90, 18, 10, 0, 92, 94, 95, -39, 92, 97, -11
CCOC(=O)NC1(C(F)(F)F)N=C(c2ccccc2)NC1=O (centres undefined)
→ 97, 31, 11, -3, 97, 97, 99, -21, 97, 98, 2
CCOC(=O)c1ccc(NC(=O)CNC(=O)c2ccccc2)cc1
→ 90, /, 10, -3, 93, 98, 98, -8, 93, 92, -1
Fc1cccc(C2CC(c3cccc(Br)c3)Nc3nnnn32)c1 (centres undefined)
→ 103, 7, 7, -1, 102, 101, 102, -7, 100, 99, /
Cc1ccc(N2CCN(/N=C/c3c(C)nn(-c4ccccc4)c3Cl)CC2)cc1
→ 103, 22, 13, 14, 100, 100, 99, -23, 102, 97, -8
COc1ccc(NCc2nnc(SCC(=O)Nc3cccc(C)c3)o2)cc1
→ 104, 0, 6, -2, 99, 101, 100, -8, 97, 101, /
Cc1[nH]nc2oc(=O)c(CCO)c(C)c12
→ 105, -3, 39, -3, 102, 107, 102, 2, 101, 98, /
Cc1ccc(-c2nc(=S)c3c(n2CCN2CCOCC2)CC(C)(C)OC3)cc1
→ 94, -13, 15, -2, 96, 95, 95, -64, 96, 97, -13
O=C(CSc1ccc([N+](=O)[O-])cc1)Nc1cccc(S(=O)(=O)Nc2ccccc2F)c1
→ 96, 48, 10, -3, 96, 96, 99, -3, 93, 106, -10
Cc1ccccc1NC(=O)Cn1c(=O)n(C)c2ccccc21
→ 101, 12, 13, -2, 105, 104, 104, -1, 101, 99, 9
COc1ccc(C2=NN(CCC(=O)NCc3ccc4c(c3)OCO4)C(=O)CC2)cc1
→ 99, 3, 15, 0, 97, 97, 97, -5, 98, 98, 3
COc1ccccc1NC(=S)N1CCN(C(=O)C2CCCO2)CC1 (centres undefined)
→ 99, 4, 11, 7, 99, 98, 100, -35, 97, 103, 15
COc1ccc(Cc2c(O)nc(SCC(=O)c3ccc(OC)cc3)[nH]c2=O)cc1
→ 87, 15, 9, 3, 85, 84, 89, -9, 90, 94, /
Cc1cccc(Cc2nnc(CCC(=O)N(C)C3CCOC3)o2)c1 (centres undefined)
→ 101, 8, 12, -3, 100, 100, 97, -8, 97, 104, 27
CC(C)CCNC(=O)CN(Cc1ccc2c(c1)OCO2)C(=O)CCC(=O)Nc1ccccn1
→ 106, -11, 13, -4, 105, 104, 105, -16, 101, 101, -17
Nc1nonc1C(=O)NCCNS(=O)(=O)c1ccc(Br)cc1
→ 103, -14, 11, -2, 101, 102, 101, -35, 99, 102, 7
Cc1cc(OCCN2CCCC2)ccc1C(C)C
→ 103, 10, 23, -7, 99, 97, 99, 25, 99, 93, /
CCC(C)NC(=O)CC(c1ccccc1)c1cc(C)ccc1O (centres undefined)
→ 97, 2, 9, 0, 97, 99, 100, -14, 93, 98, 2
Cc1ccc(S(=O)(=O)Nc2cccc(-c3cn4ccsc4n3)c2)cc1
→ 102, 4, 19, -3, 101, 102, 100, -9, 98, 99, /
CCc1ccc(N2CC(C(=O)Nc3ccc(C)c(S(=O)(=O)N4CCOCC4)c3)CC2=O)cc1 (centres undefined)
→ 98, 10, 5, 1, 97, 97, 98, 8, 97, 100, -19
CCOC(=O)C1CCN(C(=O)CSCCSCC(=O)N2CCC(C(=O)OCC)CC2)CC1
→ 100, 6, 8, -1, 98, 99, 99, 12, 97, 98, /
CCCNCC1C(Oc2ccc(Cl)cc2Cl)C(=O)N1c1cccc(C)c1C (centres undefined)
→ 98, 36, 21, 0, 98, 94, 97, 2, 95, 103, -12
CCOC(=O)c1cc2c(=O)n3ccccc3nc2n(Cc2ccco2)c1=NC(=O)c1cccc(OC)c1
→ 97, 25, 8, 0, 95, 94, 94, -1, 92, 99, 2
Cc1c2c(nc3c(C(=O)NC4CC4)cnn13)CCCC2
→ 105, 0, 21, -3, 100, 98, 98, -20, 99, 100, /
Cc1cc(NC(=O)c2ccccc2)n(-c2nc3ccccc3[nH]2)n1
→ 98, -20, 22, -1, 98, 94, 99, -2, 100, 104, -3
CC(C)CCOCC(O)CCC(=O)NNC(=S)Nc1ccccc1 (centres undefined)
→ 105, 19, 13, -5, 99, 104, 99, -26, 99, 100, -4
Cc1cc(=O)n2nc(-c3ccccc3)sc2n1
→ 95, -5, 9, 0, 94, 96, 95, -27, 93, 96, 2
Cc1cc(=O)[nH]c(N/N=C/c2ccccc2C(F)(F)F)n1
→ 100, 3, 27, -2, 101, 98, 99, -5, 95, 106, 11
O=C(NC1CCCC1)C1c2ccccc2C(=O)N1CCCN1CCOCC1 (centres undefined)
→ 102, -9, 7, -2, 99, 99, 102, -10, 97, 102, /
CCC(=O)Nc1ccc(C(=O)NNC(=O)c2ccccc2)cc1
→ 102, 14, 9, 2, 101, 104, 101, -1, 100, 99, /
Cc1cc(Oc2ccc(=O)n(C)n2)nc(SCc2ccccc2)n1
→ 101, 10, 11, -2, 100, 100, 102, -5, 98, 105, 1
COC(=O)NC(NC(=S)Nc1cccc(C)c1)C(Cl)(Cl)Cl (centres undefined)
→ 104, 2, 13, 10, 98, 101, 97, -34, 99, 98, -5
NC(=O)c1sc2cc(C(F)(F)F)cnc2c1-c1ccccc1
→ 99, 9, 4, 0, 98, 97, 97, -34, 97, 97, /
COc1ccc(OC)c(-n2c(=S)[nH]c3cc(C(=O)N4CCN(c5ccccc5)CC4)ccc3c2=O)c1
→ 95, 8, 5, 48*, 94, 92, 93, -61, 91, 98, -5
COc1ccc(/C=C/c2nc(-c3ccccc3O)n(-c3ccccc3)n2)cc1
→ 102, 13, 6, -2, 101, 101, 99, 5, 101, 101, 6
COC(=O)[C@@]1(Cc2ccc(F)cc2)[C@H]2c3cc(C(=O)N(C)C)n(Cc4c(CO)[nH]cc(C)c4=O)c3C[C@H]2CN1C(=O)c1ccccc1
→ 106, 23, 10, 0, 101, 103, 102, 4, 97, 103, /
CCc1ccc(-c2csc(-c3c[nH]c4ccccc34)n2)cc1
→ 103, 13, 7, -2, 98, 99, 99, -12, 98, 98, /
O=C(NCCO)c1ccc2[nH]c3ccccc3c2c1
→ 102, 6, 7, -2, 101, 100, 99, 9, 101, 99, 0
CCCCCCCOC(=O)c1ccc(OC(=O)c2cccnc2)cc1
→ 106, 13, 27, 3, 103, 101, 101, 31, 99, 95, /
Cc1ccc(C(C)C)cc1OCCOCCN1CCCC1
→ 102, 12, 13, 27, 100, 103, 99, 20, 98, 98, /
Cc1ccc(C(=O)n2c3ccccc3c3ccccc32)cc1
→ 110, -24, 10, -3, 103, 106, 102, -5, 103, 101, -13
C=CCOC(=O)C1=C(C)N=C2SCCC(=O)N2C1/C=C/c1ccccc1 (centres undefined)
→ 96, 0, 8, -4, 97, 95, 97, -1, 95, 97, /
O=C(CN1CCOCC1)NNC(=S)Nc1ccccc1
→ 92, 7, 4, -6, 94, 92, 93, -43, 91, 100, /
O=C(CCc1ccccc1)c1ccc2c(c1)OCCCO2
→ 99, 1, 26, -3, 95, 100, 98, -2, 95, 96, 12
CCOc1ccc(C(=O)NC(=S)Nc2cccc(NC(=O)c3ccco3)c2)cc1[N+](=O)[O-]
→ 104, 31, 10, -5, 102, 102, 102, -23, 98, 99, 38
CC1(C)CC(C)(c2ccc(O)cc2O)N(c2ccc3ccccc3c2)C(=S)N1 (centres undefined)
→ 106, 12, 5, 0, 98, 102, 100, -28, 98, 100, -14
CC1CCN(S(=O)(=O)c2ccc(S(=O)(=O)NCc3ccccc3)cc2)CC1
→ 107, 5, 4, -3, 102, 103, 102, -26, 99, 101, /
CCOc1ccc(OCC)c(NC(=O)CNS(=O)(=O)c2cccs2)c1
→ 95, 25, 26, 1, 95, 99, 98, -7, 95, 94, /
CCCCc1cc(=O)oc2cc(OCC(=O)N(CC)CC)c(Cl)cc12
→ 106, 2, 25, -3, 98, 103, 101, 2, 101, 101, /
CCOC(=O)N1CCN(C(=O)/C(=C/c2cccs2)NC(=O)c2cccs2)CC1
→ 100, -2, 15, 0, 94, 97, 93, -7, 94, 95, 2
O=C1C2C3C=CC(C3)C2C(=O)N1c1cccnc1 (centres undefined)
→ ?, 15, 17, 1, ?, ?, ?, 3, ?, ?, -13
O=C(Cc1ccccc1)NC(=S)Nc1cccc(C(F)(F)F)c1
→ 104, 6, 30, -3, 100, 101, 101, -9, 97, 103, -20
COc1cc(C=C2C(=O)c3ccccc3C2=O)cc(OC)c1OC
→ 97, 21, 7, 2, 96, 97, 94, -29, 92, 102, -5
COc1cnc(SCC(=O)O)[nH]c1=O
→ 97, 14, 34, -4, 96, 96, 98, -52, 93, 95, -36
Cc1ccc(/C=C/C(=O)Nc2ccc([N+](=O)[O-])cc2)o1
→ 100, 9, 9, -8, 98, 99, 99, -38, 100, 98, /
O=C(CSCc1ccc(Br)cc1)Nc1ccc(S(=O)(=O)N2CCOCC2)cc1
→ 101, 18, 12, 0, 99, 101, 100, -6, 102, 102, 11
